High-throughput results deposited in PubChem BioAssay by several laboratories.
ER stress rescue = protection against thapsigargin-triggered cell killing – 384-well, CSM14.1, ATP luminescence, primary screen (AID 1222); CSM14.1 thapsigargin-induced death rescue, ATP luminescence; higher % means a stronger effect; cellular ATP content (survival), % at 20 µM, or EC50 in µM where a hit was titrated; 190,000 tested, under 10 active;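 active = EC50 below 50 µM in the dose-response confirmation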;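 note: death triggered by thapsigargin at about 15 µM added after 2 h compound pretreatment; cell ATP read after overnight thapsigargin exposure of roughly 18 to 22 hours; normalized against plate controls of thapsigargin alone and 5% DMSO vehicle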
WT yeast gro inh = growth inhibition of WT yeast, mitochondrial fusion screen; hit rate 2.1% among 190,000; mitochondrial fusion phenotypic screen, WT strain; inhibition, % at 10 µM; in the data active = inhibition above about 58%; tested in S. cerevisiae
Autophagy HCS = modulators of autophagy; MEF GFP-LC3 puncta imaging; test concentration mostly 10 µM; calls only at 10 µM (by protocol); hit rate 0.98% among 190,000; AID 463193;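 active = percentage of spot-positive cells more than 3 SD above its plate mean, without a fluorescence outlier flag or 80% toxicity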;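 note: spot-positive cell cutoff set from DMSO-treated cells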
MT stabilizer = stabilizes microtubules in HeLa cells; hit rate 0.83% among 200,000; % tubulin-high responders, % at 10 µM; HeLa tubulin immunostaining HCS, 24 h; share of cells brighter than vehicle mean+2SD;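 active = plate Z-score above 3 for both tubulin-high and condensed-nucleus cell shares, with cell loss under 80%, at 10 µM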;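 note: anti alpha tubulin signal scored within the nucleus-defined area of each cell; some results filed as inactive read as strong as hits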
Dynein cargo inh = blocks dynein driven cargo transport along microtubules | 3617.4 mouse cells, GR-EGFP nuclear translocation imaging; test concentration mostly 20 µM; stimulated with dexamethasone, 1 µM; hits give low values | z-score, hits read low | hit rate 0.47% among 220,000 | AID 1381;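 active = plate z-score of nuclear minus cytoplasmic receptor signal below a set negative limit, without overly bright fluorescence or cell loss, cut at about -3.5 in these data, passing the limit was not always enough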;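 note: z-score of nuclear minus cytoplasmic ring GR-EGFP intensity difference per well; some compounds called inactive have numbers as strong as hits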
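Buffer or medium – tet-free medium with charcoal-stripped serum · Signal – automated 10x imaging of fixed Hoechst-stained cells · Also added – dexamethasone agonist, 1.0 µM final, for 30 min · Incubation – induction 48 h, compound 1 h, agonist 30 min · Read-out – GR-EGFP nuclear translocation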
XIAP displacement = small molecules displacing peptide from XIAP – biochemical, IAP family, fluorescence polarization (AID 1018) | XIAP BIR domain, fluorescence polarization peptide displacement; higher % means a stronger effect | displacement, % at 20 µM, or IC50 in µM where a hit was titrated | hit rate 0.007% among 200,000; in the data active = displacement above about 50%; note: a part of the inactive calls stands beside numbers as strong as those of hits
Insulin prom up = MIN6 insulin promoter up-regulation | MIN6 insulin promoter-GFP reporter, high-content imaging; hits give high values | z-score at 5 µM | hit rate 0.3% among 190,000;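 active = z-score above 3 at 5 µM with at least 500 cells counted in the well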
bCat nuc transl = modulators of beta-catenin nuclear translocation. AID 1665. hit rate 0.3% among 190,000. HeLa beta-catenin nuclear translocation, immunofluorescence imaging. nuclear translocation activity, % at 5 µM;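 active = nuclear translocation activity above 50% at 5 µM, with a well cell count of 50 or more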;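 note: per-cell ratio of nuclear to cytoplasmic median beta-catenin stain intensity; plate controls were DMSO negative control for no effect and GSK-3 inhibitor IX positive control for full effect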
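assay system = human HeLa cells, endogenous beta-catenin | times = compound treatment 24 h, 37°C, 5% CO2 | detection = Anti-beta-catenin immunofluorescence on PFA-fixed, Triton-permeabilized cells, DAPI nuclei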
Lipid droplet = modulators of hepatic lipid droplet formation | AML12 mouse hepatocytes, oleate lipid droplets, BODIPY imaging | inhibition, % at 6.5 µM | hit rate 0.4% among 240,000;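 active = lipid droplet intensity inhibited by at least 50%, with more than 500 cells counted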
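Assay system: AML12 mouse liver cells | Compound dosing: One dose, 6.5 µM compound | Read-out basis: Droplet intensity reduction, % inhibition | Measured by: Fluorescence imaging, 20x objective, two fields per well | Schedule: Overnight treatment with compound plus oleate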
WT yeast gro inh mutant strain = recorded beside WT yeast gro inh, whose call it bears; inhibition, %; mitochondrial fusion phenotypic screen, mutant strain inhibition
Dynein cargo inh cytoplasmic EGFP = second read-out of Dynein cargo inh, no call of its own (marks repeat the call); z-score; measured here: cytoplasmic GR-EGFP intensity; hits give high values
Dynein cargo inh nuclear GR-EGFP = second read-out of Dynein cargo inh, no call of its own (marks repeat the call); z-score; measured here: nuclear GR-EGFP intensity;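 lower value marks the stronger effect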
Dynein cargo inh cell count = also measured in Dynein cargo inh; calls as there; z-score; measured here: cell count per field
Insulin prom up cell count = further read-out of Insulin prom up, marked with its call; cell count; measured here: cytotoxicity, nuclei count;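 total cells summed across four imaged fields per well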
Lipid droplet cells 6.5 µM = also measured in Lipid droplet; calls as there; cell count; measured here: cell count, cytotoxicity flag;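 cells counted across two imaged fields per well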
bCat nuc transl cell count 5 µM = second read-out of bCat nuc transl, no call of its own (marks repeat the call); cell count; measured here: cell count, cytotoxicity flag
MT stabilizer Hoechst-high % = second read-out of MT stabilizer, no call of its own (marks repeat the call); % Hoechst-high responders; measured here: nuclear condensation Hoechst responders;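 share of cells brighter than vehicle mean plus two SD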
MT stabilizer cytotoxicity % = also measured in MT stabilizer; calls as there; toxicity, %; measured here: cytotoxicity by cell density;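 0% = mean cell density of plate MIN control wells and 100% = no cells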
Autophagy HCS cell loss 18 h = also measured in Autophagy HCS; calls as there; toxicity, %; measured here: cell loss, nuclei count;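 cell loss after 18 h compound exposure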
* = called active by the depositor; i = inactive; / = not tested or not shown.

SMILES	ER stress rescue	WT yeast gro inh	WT yeast gro inh mutant strain	Autophagy HCS	Autophagy HCS cell loss 18 h	MT stabilizer	MT stabilizer Hoechst-high %	MT stabilizer cytotoxicity %	Dynein cargo inh	Dynein cargo inh cytoplasmic EGFP	Dynein cargo inh nuclear GR-EGFP	Dynein cargo inh cell count	XIAP displacement	Insulin prom up	Insulin prom up cell count	bCat nuc transl	bCat nuc transl cell count 5 µM	Lipid droplet	Lipid droplet cells 6.5 µM
Cc1ccc(C2=C(CC(=O)O)C(=O)CC2)cc1	-2.5%	-7.3	3.0	i	1.1	1.9	2.4	3.4	0.504	-0.241	0.396	-0.136	-4.6%	0.43	1216	-3.1	1067	0.9	695
CC(=O)N1CCN(CCN=CC2=C(O)CC(c3cccs3)CC2=O)CC1 (stereo not drawn)	1.9%	3.9	2.8	i	6.1	1.5	1.7	6.7	-0.262	-0.197	-0.296	0.808	-7.0%	1.17	1192	-3.0	878	/	/
O=C(Nc1ccccc1-c1ccccc1NC(=O)c1ccco1)c1ccco1	-2.8%	-8.3	-2.3	i	-0.1	5.0	2.6	3.4	0.391	-0.268	0.0278	0.802	-3.8%	/	/	-0.3	1179	-30.1	744
Cc1[nH]c2ccccc2c1/C=C(\C#N)C(=O)NCC1CCCO1 (stereo not drawn)	-0.9%	4.2	-1.2	i	-17.5	2.6	1.9	5.2	0.137	-0.355	0.405	0.537	-5.5%	-0.25	1510	1.0	1014	-3.5	709
COc1ccccc1N(CC(=O)NCc1ccc(F)cc1)C(=O)CCC(=O)Nc1ccccn1	-0.1%	1.0	-1.1	i	6.4	1.9	2.2	5.5	-0.639	-0.277	0.051	0.598	-1.8%	-0.1	1664	0.2	912	-0.2	694
Cn1c(COc2ccc(Cl)cc2)nc2ccccc2c1=O	-0.8%	5.7	16.5	i	-5.0	5.4	1.7	6.2	-0.953	-0.201	-0.252	0.63	26.9%	-0.09	1464	-3.9	938	/	/
CCC(C)(C)NC(=O)CN(C(=O)CCC(=O)Nc1cc(C)ccn1)c1ccc2c(c1)OCO2	-3.0%	-17.6	-0.9	i	-23.5	1.7	2.1	7.2	0.1	-0.217	0.151	0.362	6.0%	-0.88	1153	-4.4	1221	-0.6	775
CN(CCCNC(=O)c1ccc(/C=N/O)nc1)CCCN(C)Cc1ccccc1	-0.3%	-2.6	-17.0	i	3.6	2.0	1.7	8.9	-0.31	-0.252	-0.861	0.703	3.2%	0.04	1511	0.2	1404	/	/
CSc1nc(SCCN(C)C)c2c3c(sc2n1)COC(C)(C)C3	/	/	/	/	/	/	/	/	-0.117	-0.257	-0.125	0.874	/	-0.61	1314	-0.5	1291	3.3	706
Cc1ccc(CONC(=O)c2ccc(OC(F)F)cc2)cc1	-0.7%	-10.5	0.0	i	-10.1	2.0	2.0	4.4	0.00489	-0.267	0.00521	0.119	-7.8%	0.4	1244	-3.7	1182	-4.4	673
COCc1c(N)c(C)nc(Cl)c1C#N	1.1%	10.6	-2.5	i	24.4	5.7	3.0	4.4	-0.379	-0.305	-0.241	0.649	-6.7%	0.77	1545	0.6	1459	19.4	778
Cc1cccc(Nc2nc(N)nc(CN3CCN(Cc4ccc5c(c4)OCO5)CC3)n2)c1	-4.2%	-3.8	-12.4	i	-2.7	6.4	3.5	9.4	-0.878	-0.196	-0.0722	0.423	-15.9%	-1.65	1378	2.5	789	/	/
COCCSc1ccccc1C(=O)N1CCN(Cc2ccc3c(c2)OCO3)CC1	-1.9%	-16.8	-10.7	i	-1.6	3.4	2.3	5.7	0.277	-0.236	0.125	-0.175	1.9%	0.07	1288	-0.2	956	3.5	820
CCOC(=O)Nc1ccc(S(=O)(=O)Nn2cnnc2)cc1	-0.8%	2.5	-0.6	i	-0.8	7.0	2.9	5.8	-1.16	-0.183	-0.349	0.96	-2.4%	/	/	-0.9	820	/	/
COC(=O)CNC(=O)CN1C(=O)N(c2ccccc2)C(N(O)C(=O)Nc2ccccc2)C1(C)C (stereo not drawn)	5.4%	17.6	-11.6	i	-4.8	2.7	1.1	5.6	-0.19	-0.269	0.00936	0.367	-2.5%	-0.39	1131	4.6	1337	/	/
NC1=NS(=O)(=O)NC1c1cccc(Cl)c1 (stereo not drawn)	-0.5%	15.7	-15.7	i	-20.3	2.7	1.1	4.5	1.87	0.269	1.01	-0.506	-21.0%	0.29	1683	2.0	1438	/	/
COc1ccc(NC(=O)c2ccc(-n3nc(C)c[n+]3[O-])cc2)cc1	-0.8%	-2.2	-0.6	i	-3.9	1.6	3.3	9.7	0.215	-0.231	0.536	0.442	-2.2%	0.51	1168	-0.5	1084	0.2	808
Cc1cccc(OCC(O)CN2CCN(C3CCCCC3)CC2)c1 (stereo not drawn)	/	-15.8	25.6	i	9.2	6.1	1.8	10.1	-1.27	-0.194	-0.11	0.15	-1.0%	-0.68	1239	-2.4	991	/	/
COc1cccc(Nc2nc(-c3sc(NC(=O)c4ccccc4)nc3C)cs2)c1	-1.5%	66.5*	24.2*	i	-22.6	3.5	1.2	0.2	-0.285	-0.213	0.294	0.427	-0.3%	-1.72	1017	3.7	1436	/	/
O=S(=O)(c1ccc(Br)s1)N1CCNCC1	/	/	/	/	/	/	/	/	0.199	-0.729	-0.0113	-0.764	/	0.68	955	1.3	1259	-1.8	677
Cc1ccc2[nH]c(=O)c(CN(Cc3cccs3)C(=S)NCc3ccco3)cc2c1	-1.3%	16.4	21.6	i	-4.6	1.9	2.2	13.7	-0.448	-0.0137	-0.111	0.737	3.1%	-0.14	1451	-2.5	1026	-1.0	632
CN(C)/C=N/c1[nH]ncc1C#N	-1.0%	4.6	3.5	i	-6.6	3.1	2.4	7.3	-0.109	-0.237	-0.38	1.22	-5.8%	0.22	1261	-1.1	1016	/	/
CC(/C=N/n1c(-c2cccnc2)n[nH]c1=S)=C\c1ccccc1	-1.0%	16.4	-3.5	i	-10.0	0.8	2.2	7.2	-0.398	-0.226	-0.311	0.76	-3.8%	-0.12	1510	-0.7	1220	/	/
Oc1c(N=NC(=S)Nc2ccccc2F)c2ccccc2n1Cc1ccccc1	-4.0%	-5.3	1.1	i	0.5	2.7	2.6	1.3	-0.68	-0.274	0.0242	0.516	-6.0%	-4.76	1070	1.0	1088	13.1	731
CC(C)NCCCCOc1ccccc1-c1ccccc1	0.6%	2.4	6.2	i	-1.1	2.2	1.7	11.2	0.378	-0.202	0.318	-0.0101	-1.9%	-0.5	1293	-1.0	940	-15.8	696
CCCCCCCC1(C)NC(=O)N(CC(=O)Nc2cc(C)on2)C1=O (stereo not drawn)	2.5%	3.2	-21.0	i	-3.7	3.9	2.1	9.2	1.1	-0.163	0.949	-1.9	-2.4%	-0.27	1256	0.0	1086	-11.9	714
CCOC(=O)c1ccc(NC(=O)CSc2nc3c(c(=O)n2C)SC(C)C3)cc1 (stereo not drawn)	-2.3%	-8.2	4.4	i	-4.9	4.9	3.7	9.5	-1.08	-0.24	-0.506	0.698	-5.2%	2.39	808	/	/	/	/
CCOC(=O)CSc1nnc(-c2ccco2)n1-c1ccccc1	-0.7%	8.6	1.5	i	6.9	4.8	3.7	10.2	-0.627	-0.206	-0.13	0.873	-4.9%	/	/	-0.2	1118	/	/
Cc1nnc(-c2cnn(C)c2N)n1Cc1ccc(Cl)cc1	0.3%	-4.9	-5.0	i	-7.6	1.9	2.0	5.3	-0.685	-0.367	-0.118	0.341	-5.8%	/	/	-10.9	1228	12.4	809
O=C(NCc1cccs1)C(=O)NCC(c1ccco1)N1CCN(c2ccc(F)cc2)CC1 (stereo not drawn)	/	30.2	-11.0	i	-8.0	1.5	1.8	9.7	-0.164	0.204	-0.124	-0.039	-4.3%	-0.03	1246	0.6	1147	-8.1	702
COc1ccccc1NC(=O)N(CCCN1CCOCC1)Cc1cc2cc3c(cc2[nH]c1=O)OCO3	2.0%	/	/	/	/	/	/	/	/	/	/	/	-6.7%	-1.66	983	-0.2	721	/	/
COc1cccc(OCc2nc3ccccc3[nH]2)c1	-2.4%	17.8	7.2	i	5.5	5.5	4.5	8.3	-0.932	-0.159	-0.342	0.746	-1.1%	-0.49	895	/	/	/	/
CC(=O)c1cccc(CN2CCN(CC(C)C)C(CCO)C2)c1 (stereo not drawn)	-0.2%	4.0	5.4	i	-0.3	4.1	1.5	7.3	1.48	-0.153	1.24	-1.4	-4.7%	-0.14	1474	1.4	1029	13.4	736
O=C(c1cc([N+](=O)[O-])ccc1N1CCOCC1)N1CCCCC1	0.6%	9.5	-3.0	i	-3.5	2.3	2.3	0.8	1.09	-0.149	1.5	-0.992	-3.2%	-0.46	1345	-4.7	606	-2.3	687
O=C(CCCN1C(=O)c2ccccc2C1=O)Nc1ccc(S(=O)(=O)N2CCCCC2)cc1	1.9%	1.0	-11.1	i	25.4	1.6	1.0	5.4	-0.97	0.052	-0.191	0.0339	-3.9%	0.26	928	1.1	1075	5.8	821
COc1ccccc1NS(=O)(=O)c1cc(C(=O)NCCC(C)C)ccc1F	-2.3%	7.3	7.4	i	-1.5	0.3	3.7	5.5	0.859	-0.426	1.5	-0.523	-9.7%	0.47	1254	-1.8	1057	2.1	663
